Screening results: PubChem BioAssay, several laboratories
CCHFV vOTU inh = CCHFV vOTU protease inhibitors, primary screen, biochemical, Pep-AMC substrate, fluorescence; Crimean-Congo hemorrhagic fever virus L polyprotein viral ovarian tumor (vOTU) protease …; inhibition, % at 11.5 µM; 0.55% of 370,000 active; AID 651958, 2012; in the data active = inhibition above about 30%; also: 0% = vehicle wells with enzyme and 100% = no enzyme wells
Y pestis TopoI = Yersinia pestis topoisomerase I inhibitors, primary screen, biochemical, cleavage product accumulation, plate reader, single point. Y. pestis Topo-I cleavage product accumulation. DNA topoisomerase I (Yersinia pestis CO92). AID 504884, 2011. activity, % at 10 µM. 0.064% of 360,000 active; in the data active = activity above about 50%, passing the limit was not always enough; inconclusive = no clear call, values can overlap the other calls; also: inactives centre near 2
Vc quorum ag = inducers of Vibrio cholerae quorum light production without autoinducers, primary screen, BH1578 luxS cqsA deficient, single point; 0.16% of 350,000 active; V. cholerae BH1578 lux reporter, luminescence, 6 h; activation, % at 18.7 µM; in the data active = activation mostly above about 9.7%, no sharp cut-off; inconclusive = no clear call, values can overlap the other calls; inactive = mostly below about 3.7%; also: not every result past the cut was called active; inactives centre near 0; reference of the scale not given here
SARS 3CLpro inh = SARS-CoV 3CLpro protease inhibitors, primary screen, biochemical, quenched FRET | recombinant SARS-CoV 3CLpro, quenched FRET peptide cleavage | inhibition, % at 6 µM | 0.14% of 290,000 active; in the data active = inhibition above about 12%
VHR inh abs = VHR1 phosphatase inhibitors, primary screen, biochemical, absorbance, uHTS; recombinant VHR phosphatase, pNPP absorbance; Dual specificity protein phosphatase 3 (Homo sapiens), P51452; 0.52% of 290,000 active; inhibition, % at 13.3 µM; AID 1654, 2009; in the data active = inhibition above about 50%; also: some compounds called inactive have numbers as strong as hits
Target sequence (P51452 whole entry, looked up): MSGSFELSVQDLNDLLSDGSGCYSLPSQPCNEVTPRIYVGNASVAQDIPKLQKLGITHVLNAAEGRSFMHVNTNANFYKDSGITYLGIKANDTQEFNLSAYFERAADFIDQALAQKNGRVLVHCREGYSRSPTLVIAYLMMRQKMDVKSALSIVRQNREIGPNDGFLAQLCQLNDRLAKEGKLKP
BoNT-A LC inh2 = BoNT/A light chain protease inhibitors, primary screen, biochemical, flow cytometry, MLPCN library; Botulinum neurotoxin type A light chain protease (Clostridium botulinum A str. ATCC 3502); multiplex microsphere protease substrate cleavage; inhibition, % at 10 µM; 0.17% of 360,000 active; AID 588499, 2011; also: plate controls were buffer without enzyme for full effect and enzyme alone for no effect
TcdB inh = TcdB glycohydrolase inhibitors, primary screen, biochemical, single point, plate reader; Toxin B (Clostridioides difficile), P18177; TcdB glycohydrolase enzymatic assay; inhibition, % at 9.99 µM; 0.24% of 350,000 active; AID 652162, 2013; in the data active = inhibition above about 10%
Anthrax LF prot = Bacillus anthracis LF protease inhibitors, primary screen, biochemical, multiplex microsphere, MLPCN library. AID 588501, 2011. multiplex microsphere protease cleavage assay. Lethal factor (Bacillus anthracis), P15917. inhibition, % at 10 µM. 0.12% of 360,000 active; also: plate controls were buffer without enzyme for full effect and enzyme alone for no effect
Target sequence (P15917 whole entry, looked up): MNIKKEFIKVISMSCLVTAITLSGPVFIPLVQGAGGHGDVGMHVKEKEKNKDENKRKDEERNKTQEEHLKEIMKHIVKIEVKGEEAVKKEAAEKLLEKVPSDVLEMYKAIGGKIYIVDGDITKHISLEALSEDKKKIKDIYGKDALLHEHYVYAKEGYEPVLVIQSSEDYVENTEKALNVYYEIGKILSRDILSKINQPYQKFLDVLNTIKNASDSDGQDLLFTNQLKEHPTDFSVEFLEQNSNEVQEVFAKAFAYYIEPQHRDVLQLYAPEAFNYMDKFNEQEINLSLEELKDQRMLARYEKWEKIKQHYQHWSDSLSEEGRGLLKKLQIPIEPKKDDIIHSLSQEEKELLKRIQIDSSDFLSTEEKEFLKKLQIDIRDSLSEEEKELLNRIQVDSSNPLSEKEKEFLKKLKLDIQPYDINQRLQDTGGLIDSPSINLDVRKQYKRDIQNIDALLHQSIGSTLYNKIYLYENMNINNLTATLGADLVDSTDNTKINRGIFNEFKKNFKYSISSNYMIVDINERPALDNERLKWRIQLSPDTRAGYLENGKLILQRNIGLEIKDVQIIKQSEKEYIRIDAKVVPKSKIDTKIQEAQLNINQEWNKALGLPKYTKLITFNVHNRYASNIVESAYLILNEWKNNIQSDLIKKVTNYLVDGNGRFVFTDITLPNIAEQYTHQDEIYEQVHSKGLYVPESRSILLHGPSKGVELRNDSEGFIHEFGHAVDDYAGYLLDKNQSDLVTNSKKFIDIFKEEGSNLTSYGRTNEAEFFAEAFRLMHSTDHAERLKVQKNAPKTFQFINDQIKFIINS
PfHsp40 rescue = rescue of yeast from PfHsp40 toxicity, primary screen, S. cerevisiae, ATP luminescence; S. cerevisiae expressing PfHsp40, growth rescue; growth rescue, % at 12.5 µM; 0.68% of 340,000 active; AID 504582, 2011; in the data active = growth rescue above about 28%, passing the limit was not always enough; inconclusive = no clear call, values can overlap the other calls;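 also: yeast W303a lacking pdr1 and pdr3 grown in galactose medium; growth measured after three days at 30 °C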
PriA SSB inh = inhibitors of Klebsiella pneumoniae PriA binding to SSB C-terminal tail, primary screen, biochemical, AlphaScreen | PriA–SSB C-terminal tail interaction (Klebsiella pneumoniae) | AlphaScreen SSBct-PriA binding, biotinylated peptide | inhibition, % at 33 µM | 0.6% of 430,000 active; in the data active = inhibition mostly above about 37%, no sharp cut-off; inactive = mostly below about 20%;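 also: plate controls were negative control peptide for no effect and reference peptide for full effect; strong numbers were not always called active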
Active calls of the source: *; i = inactive; ? = inconclusive; nt = no result given; & = joins results of further samples. Rule as the data show it, unless noted: active = inhibition above about 30%; inconclusive = no clear call, values can overlap the other calls; inactive = below that. The list is partial, so the mix of outcomes need not match the whole.

SMILES | CCHFV vOTU inh | Y pestis TopoI | Vc quorum ag | SARS 3CLpro inh | VHR inh abs | BoNT-A LC inh2 | TcdB inh | Anthrax LF prot | PfHsp40 rescue | PriA SSB inh
CCN1CCSc2ccc(C(=O)NCc3cccc(Br)c3)cc21 | -36 | 18 | -0.3 | 6 | 33 | -0.1 | -0.2 | -3 | -0.2 | -16
O=S(=O)(O)c1nc2ccccc2n1Cc1ccc(Cl)cc1Cl | 2 | 13 | 0.3 | 3 | 2 | -0.1 | nt | 3 | 46* | -3
CC(C)c1ccc(NC(=O)CSc2nc(=O)[nH]c3c2CCCC3)cc1 | 0 | 31 | 5.0 | nt | nt | 3.3 | -0.1 | -1 | 0.8 | 4&-7
Cc1ccccc1OCC(=O)Nc1ccc2c(c1)C(=O)N(CCC(=O)O)C2=O | 4 | -1 | 0.8 | -8 | 6 | 1.2 | 3.2 | -4 | -5.6 | 15
CC(Oc1cccc2cccnc12)C(=O)N/N=C/c1ccc2c(c1)OCO2 (configuration not stated) | -5 | -2 | -0.2 | nt | nt | 0.3 | 2.5 | -5 | -0.3 | nt
COc1cccc(NC(=O)C2CCCN2C(=O)Nc2ccccc2)c1 (configuration not stated) | 1 | 0 | -0.3 | -6 | 17 | 0.8 | 1.4 | -13 | 0.7 | 0
CC(CN1CCCCC1)OC(=O)c1ccc2c(c1)OCCO2 (configuration not stated) | 1 | -2 | -0.5 | -2 | 6 | -2.2 | 0.8 | 18 | -0.3 | -6
CC1(C(=O)NS(=O)(=O)C2CC2)CCCN(C(=O)c2cccnc2Oc2ccccc2)C1 (configuration not stated) | -2 | 1 | i | nt | nt | -0.4 | 1.9 | 1 | nt | nt
O=C1C(CN2CCCC2)CCCC1CN1CCCC1 (configuration not stated) | 4 | -9 | -5.6 | nt | nt | 0.0 | 1.1 | -2 | -1.0 | 2
Cc1ccc(C)c(CNS(=O)(=O)c2ccc3c(c2)C(C)(C)C(=O)N3C)c1 | -9 | 8 | -0.5 | 3 | 7 | -0.7 | 0.2 | 0 | -0.8 | -7
COC(=O)c1cc(NC(=O)CC2C(=O)NCCN2C(=O)c2ccccc2)cc(C(=O)OC)c1 (configuration not stated) | 8 | -4 | -0.4 | -3 | -2 | 0.1 | nt | 1 | -1.0 | -10
c1csc(-c2ccc3ccccc3n2)c1 | -9 | -4 | -0.1 | 1 | 30 | 1.1 | nt | 1 | -0.9 | -44
O=C(CN1CCN(S(=O)(=O)c2ccc(F)c(Cl)c2)CC1)N1CCc2ccccc2C1 | 9 | 30 | i | nt | nt | 0.2 | -1.2 | 1 | -1.1 | 3
CCCC(c1nnnn1Cc1ccc(F)cc1)N1CCN(CC)CC1 (configuration not stated) | -6 | 9 | -0.2 | 1 | 30 | -2.3 | 0.3 | -10 | -0.7 | -4
COC(=O)CCSCC(=O)Nc1cc(C)on1 | -9 | 2 | -0.3 | 0 | 4 | -0.5 | nt | -17 | 1.2 | 7&-12
O=C(N=C1SC2CS(=O)(=O)CC2N1c1c(Cl)cccc1Cl)C1CC1 (configuration not stated) | -8 | 6 | -2.4 | 8 | 7 | 0.3 | 0.5 | -4 | 1.0 | 6
Cc1cccc(-n2nnnc2SCC(=O)c2cc(C)n(CC3CCCO3)c2C)c1 (configuration not stated) | -6 | -9 | -3.1 | -4 | 17 | -0.2 | nt | -7 | -1.2 | -4
CC(=O)Nc1ccc(S(=O)(=O)NCc2cn3ccsc3n2)cc1 | -4 | 3 | i | 0 | 14 | 1.3 | -0.4 | 7 | -1.5 | -23
CCOCCc1c(O)nc(SCC(=O)N2CCOCC2)[nH]c1=O | 10 | -11 | i | -6 | 7 | -6.3 | -0.2 | 6 | -1.3 | -16
COc1ccc(S(=O)(=O)N(C)C[C@H]2Oc3ccc(NC(=O)C4CCCCC4)cc3C(=O)N([C@H](C)CO)C[C@@H]2C)cc1 | -5 | 25 | i | nt | nt | -0.8 | -0.7&1.9 | -11 | -0.3 | 10
CC(=O)O[C@@H]1[C@H]2[C@@H](C[C@@H](C)[C@@H]3CCC(=O)[C@@]13C)OC(=O)[C@@H]2C | -8 | 10 | i | nt | 19 | -0.4 | -0.1 | 10 | 0.0 | 1
CN(CC(=O)Nc1ccc(Cl)cc1)C(=O)C1=COCCO1 | -5 | -3 | 5.0 | nt | nt | -1.0 | 1.6 | -2 | 0.0 | 3
O=C(COC(=O)CCc1c[nH]c2ccccc12)Nc1cc([N+](=O)[O-])ccc1Cl | 5 | -9 | -0.6 | 1 | -5 | 0.1 | 0.8 | -6 | 2.4 | 13
O=C(C(=Cc1ccccc1)CN1CCCCC1)c1ccccc1 | -6 | 11 | -0.8 | nt | nt | -1.0 | -2.0 | -9 | -1.4 | -11
CCn1c(=O)c2ccccc2n(Cc2cccc(C)c2)c1=O | -5 | -5 | -0.3 | -5 | 15 | -3.0 | 1.5 | -5 | 0.0 | -31

An excerpt from above in order of molecular weight, ascending:
SMILES | CCHFV vOTU inh | Y pestis TopoI | Vc quorum ag | SARS 3CLpro inh | VHR inh abs | BoNT-A LC inh2 | TcdB inh | Anthrax LF prot | PfHsp40 rescue | PriA SSB inh
CN(CC(=O)Nc1ccc(Cl)cc1)C(=O)C1=COCCO1 | -5 | -3 | 5.0 | nt | nt | -1.0 | 1.6 | -2 | 0.0 | 3
CCOCCc1c(O)nc(SCC(=O)N2CCOCC2)[nH]c1=O | 10 | -11 | i | -6 | 7 | -6.3 | -0.2 | 6 | -1.3 | -16
CC(Oc1cccc2cccnc12)C(=O)N/N=C/c1ccc2c(c1)OCO2 (configuration not stated) | -5 | -2 | -0.2 | nt | nt | 0.3 | 2.5 | -5 | -0.3 | nt
Cc1ccc(C)c(CNS(=O)(=O)c2ccc3c(c2)C(C)(C)C(=O)N3C)c1 | -9 | 8 | -0.5 | 3 | 7 | -0.7 | 0.2 | 0 | -0.8 | -7
Cc1ccccc1OCC(=O)Nc1ccc2c(c1)C(=O)N(CCC(=O)O)C2=O | 4 | -1 | 0.8 | -8 | 6 | 1.2 | 3.2 | -4 | -5.6 | 15
CCN1CCSc2ccc(C(=O)NCc3cccc(Br)c3)cc21 | -36 | 18 | -0.3 | 6 | 33 | -0.1 | -0.2 | -3 | -0.2 | -16

Returning to the listing, repeating the 2 entries before the break.
SMILES | CCHFV vOTU inh | Y pestis TopoI | Vc quorum ag | SARS 3CLpro inh | VHR inh abs | BoNT-A LC inh2 | TcdB inh | Anthrax LF prot | PfHsp40 rescue | PriA SSB inh
O=C(C(=Cc1ccccc1)CN1CCCCC1)c1ccccc1 | -6 | 11 | -0.8 | nt | nt | -1.0 | -2.0 | -9 | -1.4 | -11
CCn1c(=O)c2ccccc2n(Cc2cccc(C)c2)c1=O | -5 | -5 | -0.3 | -5 | 15 | -3.0 | 1.5 | -5 | 0.0 | -31
O=C(Cn1nc(-c2ccc(F)cc2)ccc1=O)Nc1ccc2c(c1)OCCO2 | 13 | 18 | -0.3 | -1 | 31 | -4.4 | 1.5 | -18 | -1.7 | -12
O=c1[nH]c(NCc2ccccc2)nc2c1CCC2 | -15 | 7 | -1.4 | 3 | 6 | -2.0 | nt | -4 | -1.4 | -4
Cc1ccc(NC(=O)COc2coc(CN3c4ccccc4CC3C)cc2=O)c(C)c1 (configuration not stated) | 3 | 41 | i | nt | nt | 0.5 | 1.2 | 1 | 3.1 | 6
O=C(C1Cc2ccccc2CN1S(=O)(=O)c1ccccc1[N+](=O)[O-])N1CCOCC1 (configuration not stated) | 0 | -4 | i | nt | nt | -0.4 | -4.5 | -4 | -0.8 | 6
Nc1[nH]ncc1C(=O)Nc1cccc(C(F)(F)F)c1 | 10 | 0 | 6.2 | 3 | 24 | -0.2 | nt | 0 | -0.2 | -14
Cc1ccc(NCN2C(=O)c3ccccc3C2=O)c(C)c1 | 13 | -4 | i | -6 | -1 | -0.9 | nt | -4 | -1.2 | -7
Cc1ccc(S(=O)(=O)C(CCC(=O)N2CCOCC2)S(=O)(=O)c2ccc(C)cc2)cc1 | -1 | 11 | -1.8 | 0 | 8 | -0.5 | nt | -1 | -0.7 | -9
COc1cccc(OCC(O)CNC(=O)c2oc3ccc(C)cc3c2C)c1 (configuration not stated) | 6 | 8 | -0.3 | 1 | 42 | -1.2 | -0.5 | -6 | 4.9 | -5
C=CCNc1nc(C(=O)OCC(=O)Nc2ccccc2C(F)(F)F)cs1 | -14 | -7 | 1.7 | nt | nt | nt | 0.6 | nt | 0.3 | 2
CCOC(=O)c1c(NC(=O)CSc2nnc(C)c(=O)[nH]2)sc(C)c1-c1ccc(C)cc1 | 14 | 6 | 2.1 | -2 | 15 | 0.0 | 0.1 | -3 | -0.5 | -8
O=C(NNC(=O)c1cc2cc3ccccc3nc2s1)c1cccc(C(F)(F)F)c1 | 9 | 8 | 2.8 | -2 | 6 | 0.2 | nt | 0 | -0.1 | -8
O=C(NCCS(=O)(=O)N1CCN(c2ccccc2F)CC1)C1CC(=O)N(c2ccccc2)C1 (configuration not stated) | 5 | -4 | i | -4 | -15 | 0.7 | 1.7 | 1 | -0.3 | -14
COc1ccccc1NC(=O)N1CCOCC1 | 7 | 12 | 0.6 | 2 | 10 | -2.2 | -1.2 | -3 | -0.2 | -9
COc1ccccc1N(CC(=O)NCCSc1ccccc1)S(C)(=O)=O | -8 | 4 | -1.7 | 5 | 9 | -0.5 | nt | -10 | -0.6 | -26
CC(C)=NOC(=O)c1c(C)noc1-c1snnc1C | -9 | -3 | -1.0 | 4 | -9 | 3.7 | -0.5 | 11 | 1.2 | -6
CC1CCN(C(=O)NC(=O)c2ccc(Cl)cc2)CC1 | 14 | 10 | i | 0 | 2 | 2.6 | -0.3 | 7 | -0.5 | 1
CC(C)CC(=O)NC(Oc1ccc(Cl)cc1)C(Cl)(Cl)Cl (configuration not stated) | 0 | 4 | i | -4 | 23 | 0.2 | nt | 7 | 4.6 | -28
Cc1ccc(S(=O)(=O)NC(CC(=O)n2nc(C)cc2C)c2ccccc2)cc1 (configuration not stated) | 9 | 32 | i | -2 | 3 | 0.3 | nt | -2 | 0.8 | -8
COc1ccc(C=O)cc1Cn1cnc2c(cnn2C)c1=O | -5 | 6 | 2.2 | -2 | -29 | 0.0 | 0.1 | -2 | -0.8 | -12
CCCn1nnnc1-c1ccc(Cl)cc1 | -9 | 3 | 2.6 | -1 | -12 | -0.1 | nt | -1 | 0.7 | -1
COc1cccc(C(=O)SC2=NCCS2)c1 | 5 | 1 | i | 1 | 21 | 1.1 | 0.0 | -1 | 6.6 | -5
Cc1ccc(CNC(=O)CC2Sc3ccccc3NC2=O)cc1 (configuration not stated) | -16 | -3 | i | 2 | 11 | -1.9 | 0.0 | -2 | 0.3 | 5&-13
O=C(NCCC1CCCC1)c1cccs1 | -13 | -1 | 0.6 | -1 | 1 | ? | 1.1 | 31* | 0.7 | -39
O=C1NC(=O)C(=O)N1 | -2 | -4 | i | nt | nt | -0.5 | 1.1 | 1 | 0.4 | -3
O=C1NC(=O)C(c2ccc(F)cc2)N1 (configuration not stated) | -4 | 0 | i | 7 | 2 | 1.1 | 0.5 | 0 | 0.7 | -5
